SRC3 TRFRET art = flags TR-FRET format artefacts in PPARgamma SRC-3 recruitment agonist screen; TR-FRET artefact counter-screen, PPARgamma/SRC-3 format; stronger effect = higher value; TR-FRET ratio at 8 µM; 0.39% of 99,000 active; AID 1048; in the data active = TR-FRET ratio above about 2000; also: inactives centre near 1600; reference of the scale not given here
SRC1 TRFRET art = TR-FRET artefact, counter-screen to PPARgamma/SRC-1 agonist assay | TR-FRET ratio at 8 µM | 0.34% of 99,000 active | TR-FRET detection artefact counter-screen, emission ratio; stronger effect = higher value; in the data active = TR-FRET ratio above about 2300; also: inactives centre near 1800; reference of the scale not given here
* hit, by the source's call. An excerpt (hit frequency here may not be typical).

The first 3 compounds (preview)
SMILES	SRC3 TRFRET art	SRC1 TRFRET art
Cc1ccc(-n2c(C)cc(C3=NNC(=NC4CC4)SC3)c2C)cc1C	1611	1835
COc1ccc(NC(=O)C(c2ccccc2)N2CCN(c3ccccn3)CC2)cc1Cl (centres undefined)	1430	1956
Clc1nc(NCCN2CCOCC2)nc(NCc2ccccc2)n1	1732	1732

The listing (from the top)
SMILES	SRC3 TRFRET art	SRC1 TRFRET art
Cc1ccc(-n2c(C)cc(C3=NNC(=NC4CC4)SC3)c2C)cc1C	1611	1835
COc1ccc(NC(=O)C(c2ccccc2)N2CCN(c3ccccn3)CC2)cc1Cl (centres undefined)	1430	1956
Clc1nc(NCCN2CCOCC2)nc(NCc2ccccc2)n1	1732	1732
O=C(O)c1ccc(-c2nc(-c3ccc(Cl)c(Cl)c3)cs2)cc1	1687	1828
COc1ccc2c(C)c(C)c(=O)oc2c1OC	1531	1913
O=C1C2CCCN2C(=O)N1CCCCN1CCN(c2ccccc2)CC1 (centres undefined)	1609	1735
COC(=O)[C@@H](NC(=O)O[C@H]1C(=O)c2ccc(OC)cc2O[C@@H]1c1ccc2c(c1)OCO2)C(C)C	1662	2023
COc1ccc(C(=O)C[n+]2ccc(-c3nnc4n3CCC4)cc2)cc1	1332	1797
Cc1ccccc1C(C(=O)NC1CCCCC1)N(C(=O)CNC(=O)c1ccco1)c1cccnc1 (centres undefined)	1756	1835
Cc1cccc(NC(=O)c2ccc(CN3CCc4ccccc4C3)cc2)c1C	1876	1907
O=C1CCC(Cc2ccccc2)N1 (centres undefined)	1437	1836
CC1CCCN(CCSc2ccc(Cl)cc2)C1 (centres undefined)	1612	1636
COc1cc([N+](=O)[O-])ccc1NC(=O)CCN1C(=O)C2C3CCC(C3)C2C1=O (centres undefined)	1699	1843
CC(C)[C@H](NC(=O)c1ccco1)C(=O)OCC(=O)Nc1cccc(F)c1	1541	1850
S=C(NCCc1ccccc1)N1CCN(Cc2ccc(Cl)c(Cl)c2)CC1	1522	1922
O=C(OCc1nc2scc(-c3ccccc3)c2c(=O)[nH]1)c1cc(Cl)ccc1[N+](=O)[O-]	1483	1797
COc1cccc(C(=O)Nc2nc(-c3ccccc3)c(-c3ccccc3)o2)c1	1642	1841
Cc1[nH]n(-c2ccccc2)c(=O)c1C=Nc1ccc2[nH]c(=O)[nH]c2c1	1490	1757
CCOC(=O)C1CCCN(Cc2cc(Br)ccc2OC)C1 (centres undefined)	1745	1863
CC(C)c1cc(C(=O)N2CCCC(CCC(=O)NCc3ccccc3F)C2)n(C)n1 (centres undefined)	1386	1882
C=CCNC(=S)N(Cc1ccccc1)Cc1ccc(F)cc1	1620	1936
CC1(C)CC(NC(=O)C(F)(F)F)CC(C)(C)N1OC(=O)c1ccco1	1549	1861
CCN(CC)S(=O)(=O)c1ccc2[nH]c(=O)[nH]c2c1	1529	1944
FC(F)(F)Oc1ccc(NC(=S)NCc2ccccc2)cc1	1442	1934
Cc1c(C)c2ccc(OC3CCCCC3=O)cc2oc1=O (centres undefined)	1674	1979
CCOC(=O)c1c(C)n(C)c2ccc(OC)c(NS(=O)(=O)CC)c12	1489	1492
O=C(Nc1cc([N+](=O)[O-])ccc1Cl)C(Sc1ccccc1)c1ccccc1 (centres undefined)	1718	1877
C=C(C)CN(CC)Cc1c(C(=O)N(C)CCCC)nc2ccccn12	1560	1865
CCOC1CC(C)(C)NC(=S)N1 (centres undefined)	1890	1756
CN(CC1COCCO1)c1nc2nonc2nc1N1CCSCC1 (centres undefined)	1807	1656
COc1ccc(CSc2cccc3cccnc23)cc1[N+](=O)[O-]	1640	1566
CCSc1nnc(NC(=O)CC(C)C)s1	1563	1601
Cc1ncsc1CCC(=O)N1CCCC(C(=O)c2cccc(Cl)c2)C1 (centres undefined)	1638	1691
CCn1c(C2CCN(Cc3ccccc3)CC2)n[nH]c1=S	1471	1588
COc1ccccc1/C=C/CN1CCC(CO)(Cc2ccccc2)CC1	1708	1761
COc1ccc(NC(=O)Nc2ccc(N3CCCC3=O)cc2)cc1OC	1501	1658

3 entries picked at random from those above:
SMILES	SRC3 TRFRET art	SRC1 TRFRET art
Cc1c(C)c2ccc(OC3CCCCC3=O)cc2oc1=O (centres undefined)	1674	1979
Cc1ccccc1C(C(=O)NC1CCCCC1)N(C(=O)CNC(=O)c1ccco1)c1cccnc1 (centres undefined)	1756	1835
C=CCNC(=S)N(Cc1ccccc1)Cc1ccc(F)cc1	1620	1936

Going on with the list.
SMILES	SRC3 TRFRET art	SRC1 TRFRET art
CN(C)S(=O)(=O)c1ccc(C(=O)N2CCN(S(=O)(=O)c3cccs3)CC2)cc1	1274	1814
Cc1c(Cl)cn2c(=O)cc(CN3CCN(c4ccccc4)CC3)nc2c1Cl	1501	1783
CCC(=O)N1COC[C@@H]1Cc1ccccc1	1487	1906
NS(=O)(=O)c1ccc(CCNC(=O)c2ccc(Br)s2)cc1	1614	1857
COc1cc(OC)c(/C=N/NC(=O)c2ccncc2)cc1Br	1378	1645
CCOc1ccc(NC(=O)COc2ccc(OC)cc2)cc1	1625	2094
COC(=O)c1cc(NC(=O)c2cccc([N+](=O)[O-])c2C)ccc1Cl	1556	1950
O=C(Cn1cc2c(n1)CCCC2)N1CCCc2ccccc21	1634	1853
CC(=O)Nc1ccccc1NC(=O)c1cc(C)cc(C)c1	1570	1649
Fc1ccc(CNCc2ccccc2Cl)cc1	1407	1292
COC(=O)c1ccc(/C=N/Nc2nc(N3CCCCC3)nc(N3CCCCC3)n2)cc1	1636	1674
O=C(CSc1nc2c(c(=O)n1-c1ccc(Cl)cc1)SCC2)NCC1CCCO1 (centres undefined)	1706	1579
COc1ccccc1OCc1ccc(C(=O)Nc2ccc(Cl)cn2)o1	1427	1620
CC(C)COc1ccc(S(=O)(=O)NNC(=O)c2cc3ccccc3o2)cc1	1328	1556
CCOc1ccc(S(=O)(=O)NCc2ccccc2OC)cc1	1498	1588
Cc1cc(C)nc(NC(=O)CSc2nccc(C)n2)n1	1627	1739
Cc1cc(C)n(-c2nc(C(F)(F)F)nc3ccccc23)n1	1413	1572
Cc1ccc(C(=O)N/C(=C\c2ccc(-c3ccc(Br)cc3)o2)C(=O)NCCCN(C)C)cc1	1465	1914
O=C(CC(NC(=O)c1ccccc1)c1ccccc1)Nc1ccc(F)c(F)c1 (centres undefined)	1581	1870
CCOC(=O)c1cc([N+](=O)[O-])sc1NC(=O)c1ccc(S(=O)(=O)N2CC3(C)CC2CC(C)(C)C3)cc1 (centres undefined)	1394	1560
C[C@@H](C(=O)Nc1ccc2ccccc2c1)[C@H]1C[C@]1(C)[C@H](NP(=O)(c1ccccc1)c1ccccc1)c1ccccc1	1395	1608
O=C(NNc1cccc(Cl)n1)Nc1ccc(F)cc1	1603	1820
O=C(NNS(=O)(=O)c1ccccc1[N+](=O)[O-])c1ccncc1	1535	1826
O=C(/C=C/c1ccccc1)CC(=O)c1ccccc1O	1782	1899
Cc1ccc(-c2csc3nc[nH]c(=S)c23)cc1	1543	1947
COc1ccc(Cl)cc1N(C(=O)Nc1cccc(Cl)c1)C1=NCC(C)S1 (centres undefined)	1608	1916
Cc1ccc(S(=O)(=O)N(C)c2ccc(OCC(=O)Nc3nc4ccccc4s3)cc2)cc1	1630	1939
O=C(NNC(=O)C1CCN(Cc2cccc(F)c2)CC1)c1cccs1	1773	1739
CC(C)c1ccccc1NC(=O)COC(=O)COc1ccccc1[N+](=O)[O-]	1749	1983
COc1ccc(S(=O)(=O)NCc2ccco2)cc1N(C)S(=O)(=O)c1ccccc1	1770	1753
Cc1cc(NC(=O)CCSc2ccc(Cl)cc2)no1	1554	2042
Cc1ncoc1C(=O)NCCC(c1ccccc1)c1ccccc1	1792	2069
COc1ccccc1C(=O)Nc1nc2cc3c(cc2s1)OCCO3	1417	2154
COc1ccc2nc(NC(=O)C3CCCN(S(=O)(=O)c4c(C)noc4C)C3)sc2c1 (centres undefined)	1421	1688
Nc1nnc(Sc2ncccc2[N+](=O)[O-])s1	1622	1822
Cc1cc(Nc2ccc(F)c(Cl)c2)n2ncnc2n1	1519	1739

Nothing new here: 3 of the compounds above.
SMILES	SRC3 TRFRET art	SRC1 TRFRET art
Cc1ccc(-c2csc3nc[nH]c(=S)c23)cc1	1543	1947
COc1ccc(Cl)cc1N(C(=O)Nc1cccc(Cl)c1)C1=NCC(C)S1 (centres undefined)	1608	1916
Cc1ccc(S(=O)(=O)N(C)c2ccc(OCC(=O)Nc3nc4ccccc4s3)cc2)cc1	1630	1939

Next compounds.
SMILES	SRC3 TRFRET art	SRC1 TRFRET art
CCOc1ccc(NC(=O)CCN2C(=S)NC(C)(C)CC2C)cc1 (centres undefined)	1432	1881
Cc1cc(C(=O)OCC(=O)c2cccs2)c2ccccc2n1	1813	1836
Nc1nc(Cl)nc2c1ncn2[C@@H]1O[C@H](CO)[C@@H](O)[C@H]1O	1669	1720
COc1cc(C(=O)N2CCN(c3ccccc3)CC2)c([N+](=O)[O-])cc1OC	1493	1822
O=C(c1cccc(C(=O)N2CCN(c3ccccc3F)CC2)c1)N1CCN(c2ccccc2F)CC1	1483	2046
CC(Sc1nnc(-c2ccccc2Br)n1-c1cccc(C(F)(F)F)c1)C(N)=O (centres undefined)	1402	1717
S=C(NCCc1ccccc1)N1CCN(C2CCCCC2)CC1	1483	1665
CCOC(=O)c1c(C)oc2c1c(CN1CCN(CCO)CC1)c(O)c1ccccc12	1636	1763
CC(/C=N/NC(=O)CCn1nnc2ccccc21)=C\c1ccccc1	1547	1712
CC(C)Cc1cc(C(=O)Nc2sc3c(c2C#N)CCCC3)no1	1412	1662
CCCN1C(=O)/C(=C/c2ccc(C)o2)NC1=S	1512	1764
COc1ccc(CCn2c(-c3ccncc3)n[nH]c2=S)cc1OC	1539	1782

Record cards (already shown).
CC(=O)Nc1ccccc1NC(=O)c1cc(C)cc(C)c1 as listed: SRC3 TRFRET art: 1570; SRC1 TRFRET art: 1649
O=C(O)c1ccc(-c2nc(-c3ccc(Cl)c(Cl)c3)cs2)cc1 as listed: SRC3 TRFRET art: 1687; SRC1 TRFRET art: 1828

(list continues)
SMILES	SRC3 TRFRET art	SRC1 TRFRET art
Fc1ccc([C@@H]2CCNC[C@H]2COc2ccc3c(c2)OCO3)cc1	1405	1857
Cc1cccc(C(=O)NNC(=O)c2cccc(C)c2)c1	1580	1603
Nc1nc(-c2ccccc2)nn1C(=O)c1ccco1	1523	1861
FC(F)(F)c1cccc(-c2ccc(/C=N/Nc3nncc(-c4ccccc4)n3)o2)c1	1631	1819
CCC(=O)N1CC23C=CC(CC2CC12CCCCC2)O3 (centres undefined)	1736	1740
O=C(CN(c1ccccc1)S(=O)(=O)c1ccccc1)NCCSc1ccccn1	1534	1675
CCC(=O)N1N=C(c2ccc(NS(=O)(=O)CC)cc2)CC1c1ccc(C)cc1 (centres undefined)	1421	1467
O=C(c1cc(-c2ccncc2)nc2ccc(Cl)cc12)N1CCN(Cc2ccc3c(c2)OCO3)CC1	1402	1588
Cc1ccc([N+](=O)[O-])c(OCC(=O)OCC(=O)c2ccccc2)c1	1569	1856
COc1ccc(CN=Cc2c(C(=O)O)[nH]c3ccccc23)cc1	1472	1680
Cn1c(SCc2nnc(-c3ccccc3Br)o2)nc2sc3c(c2c1=O)CCC3	1799	2068
O=C(Nc1ccc(S(=O)(=O)Nc2nccs2)cc1)c1ccc(S(=O)(=O)N2CCOCC2)cc1	1668	1900
CSc1nncc(/C(C)=N/O)n1	1458	1618
Cc1cccc(Cn2cccc2/C=C2/C(=N)N3C=CSC3=NC2=O)c1	1550	1912
Cc1cccc(CCNC(=O)CCNC(=O)Cn2ccc3ccccc3c2=O)c1	1583	1636
CCNC(=S)N1CCC(NC(=O)c2ccco2)CC1	1561	1661
Cc1ccc(C)c(NC(=S)N=Nc2c(O)n(C)c3ccc(S(=O)(=O)N4CCOCC4)cc23)c1	1619	1688
CCCCNC(=O)Nc1ccc(Br)cn1	1655	1680
C=CCn1c(CCc2ccc(OC(C)C)cc2)n[nH]c1=S	1509	1780
Cc1nnc(NC(=O)CSc2nnc(C)n2-c2ccc(F)cc2)s1	1631	1710
CC(=O)OCC1=C(C(=O)O)N2C(=O)C(NC(=O)c3ccc(F)cc3)C2SC1 (centres undefined)	1612	1792
COc1ccc(S(=O)(=O)NN(C)c2nc(C(F)(F)F)nc3ccccc23)cc1	1506	1783
O=C1N[C@@H](Cc2cnc[nH]2)C(=O)N2CCC[C@@H]12	1596	1722
O=C(NCc1ccco1)c1ccc2c(=O)n(-c3ccccc3)c(=O)n(Cc3cccc(F)c3)c2c1	1468	1570
O=C(NCc1ccccc1)c1ccccc1C(=O)c1ncc[nH]1	1685	1831
COc1ccccc1CNC(=O)c1ccc(-c2ccccc2)cc1	1371	1942
COc1ccccc1N1CCN(C(=O)Cn2nc3n(C)c4ccccc4n3c(=O)c2=O)CC1	1484	1517
CNCC(=O)Nc1c(C)n[nH]c1C	1523	1819
CCOc1ccc(-c2nnc3ccc(SC(C)C)nn23)cc1	1580	2016
O=C(CNS(=O)(=O)c1ccc2ccccc2c1)NCCc1ccccn1	1453	1971
O=C(Cc1cc(=O)[nH][nH]1)N/N=C/c1ccccc1Cl	1574	1873
Cc1c2c(nc3ccccc13)OCC2	1458	1436
CC(C)CNC(=O)C(=O)Nc1ccc(N(C)C)cc1	1514	1880
O=C(NCCCN1CCOCC1)c1ccc(Sc2cccc(Cl)c2)c([N+](=O)[O-])c1	1778	1738
COCCNc1nnnc2c1sc1nc(N3CCOCC3)c3c(c12)CC(C)(C)OC3	1540	1694
CN1CCc2cccc3c2[C@H]1Cc1ccc(O)c(O)c1-3	1697	1962
CC(=O)Nc1ccc(S(=O)(=O)NCC(=O)OCC(=O)NC23CC4CC(CC(C4)C2)C3)cc1	1652	1860
CCOC(=O)c1nnn(CC(=O)NC(=O)Nc2ccc(F)cc2)c1C(=O)OCC	1769	1841
O=C(Nc1ccccc1F)Nc1cc(S(=O)(=O)N2CCOCC2)ccc1N1CCCC1	1572	1664

Assay outcomes deposited in PubChem BioAssay by The Scripps Research Institute Molecular Screening Center.
